Source: PubChem BioAssay
Y pestis TopoI – Y. pestis Topo-I inhibition via cleavage products. Y. pestis Topo-I cleavage product accumulation, plate reader. activity, % at 10 µM. hit rate 0.064% among 360,000; in the data active means activity above about 50%, passing the limit was not always enough; inconclusive means no clear call, values can overlap the other calls; further: inactives centre near 2
CCHF vOTU inh – blocks the CCHF virus ovarian tumor domain protease; CCHFV vOTU protease, Pep-AMC fluorescence; inhibition, % at 11.5 µM; hit rate 0.55% among 370,000; AID 651958; in the data active means inhibition above about 30%; further: 0% = vehicle wells with enzyme and 100% = no enzyme wells
PfHsp40 rescue – compounds rescuing yeast from Plasmodium falciparum HSP40 toxicity | growth rescue, % at 12.5 µM | S. cerevisiae expressing PfHsp40, growth rescue, ATP luminescence | AID 504582 | hit rate 0.68% among 340,000; in the data active means growth rescue above about 28%, passing the limit was not always enough; inconclusive means no clear call, values can overlap the other calls;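 further: yeast W303a lacking pdr1 and pdr3 grown in galactose medium; growth measured after three days at 30 °C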
BoNT-A LC inh2 – inhibitors of Botulinum neurotoxin A light chain protease | multiplex microsphere protease substrate cleavage, flow cytometry | hit rate 0.17% among 360,000 | inhibition, % at 10 µM; further: plate controls were buffer without enzyme for full effect and enzyme alone for no effect
TcdB GH inh – TcdB glycohydrolase inhibition. P18177. TcdB glycohydrolase enzymatic assay, plate reader. inhibition, % at 9.99 µM. hit rate 0.24% among 350,000; in the data active means inhibition above about 10%
Target sequence (P18177 whole entry, looked up): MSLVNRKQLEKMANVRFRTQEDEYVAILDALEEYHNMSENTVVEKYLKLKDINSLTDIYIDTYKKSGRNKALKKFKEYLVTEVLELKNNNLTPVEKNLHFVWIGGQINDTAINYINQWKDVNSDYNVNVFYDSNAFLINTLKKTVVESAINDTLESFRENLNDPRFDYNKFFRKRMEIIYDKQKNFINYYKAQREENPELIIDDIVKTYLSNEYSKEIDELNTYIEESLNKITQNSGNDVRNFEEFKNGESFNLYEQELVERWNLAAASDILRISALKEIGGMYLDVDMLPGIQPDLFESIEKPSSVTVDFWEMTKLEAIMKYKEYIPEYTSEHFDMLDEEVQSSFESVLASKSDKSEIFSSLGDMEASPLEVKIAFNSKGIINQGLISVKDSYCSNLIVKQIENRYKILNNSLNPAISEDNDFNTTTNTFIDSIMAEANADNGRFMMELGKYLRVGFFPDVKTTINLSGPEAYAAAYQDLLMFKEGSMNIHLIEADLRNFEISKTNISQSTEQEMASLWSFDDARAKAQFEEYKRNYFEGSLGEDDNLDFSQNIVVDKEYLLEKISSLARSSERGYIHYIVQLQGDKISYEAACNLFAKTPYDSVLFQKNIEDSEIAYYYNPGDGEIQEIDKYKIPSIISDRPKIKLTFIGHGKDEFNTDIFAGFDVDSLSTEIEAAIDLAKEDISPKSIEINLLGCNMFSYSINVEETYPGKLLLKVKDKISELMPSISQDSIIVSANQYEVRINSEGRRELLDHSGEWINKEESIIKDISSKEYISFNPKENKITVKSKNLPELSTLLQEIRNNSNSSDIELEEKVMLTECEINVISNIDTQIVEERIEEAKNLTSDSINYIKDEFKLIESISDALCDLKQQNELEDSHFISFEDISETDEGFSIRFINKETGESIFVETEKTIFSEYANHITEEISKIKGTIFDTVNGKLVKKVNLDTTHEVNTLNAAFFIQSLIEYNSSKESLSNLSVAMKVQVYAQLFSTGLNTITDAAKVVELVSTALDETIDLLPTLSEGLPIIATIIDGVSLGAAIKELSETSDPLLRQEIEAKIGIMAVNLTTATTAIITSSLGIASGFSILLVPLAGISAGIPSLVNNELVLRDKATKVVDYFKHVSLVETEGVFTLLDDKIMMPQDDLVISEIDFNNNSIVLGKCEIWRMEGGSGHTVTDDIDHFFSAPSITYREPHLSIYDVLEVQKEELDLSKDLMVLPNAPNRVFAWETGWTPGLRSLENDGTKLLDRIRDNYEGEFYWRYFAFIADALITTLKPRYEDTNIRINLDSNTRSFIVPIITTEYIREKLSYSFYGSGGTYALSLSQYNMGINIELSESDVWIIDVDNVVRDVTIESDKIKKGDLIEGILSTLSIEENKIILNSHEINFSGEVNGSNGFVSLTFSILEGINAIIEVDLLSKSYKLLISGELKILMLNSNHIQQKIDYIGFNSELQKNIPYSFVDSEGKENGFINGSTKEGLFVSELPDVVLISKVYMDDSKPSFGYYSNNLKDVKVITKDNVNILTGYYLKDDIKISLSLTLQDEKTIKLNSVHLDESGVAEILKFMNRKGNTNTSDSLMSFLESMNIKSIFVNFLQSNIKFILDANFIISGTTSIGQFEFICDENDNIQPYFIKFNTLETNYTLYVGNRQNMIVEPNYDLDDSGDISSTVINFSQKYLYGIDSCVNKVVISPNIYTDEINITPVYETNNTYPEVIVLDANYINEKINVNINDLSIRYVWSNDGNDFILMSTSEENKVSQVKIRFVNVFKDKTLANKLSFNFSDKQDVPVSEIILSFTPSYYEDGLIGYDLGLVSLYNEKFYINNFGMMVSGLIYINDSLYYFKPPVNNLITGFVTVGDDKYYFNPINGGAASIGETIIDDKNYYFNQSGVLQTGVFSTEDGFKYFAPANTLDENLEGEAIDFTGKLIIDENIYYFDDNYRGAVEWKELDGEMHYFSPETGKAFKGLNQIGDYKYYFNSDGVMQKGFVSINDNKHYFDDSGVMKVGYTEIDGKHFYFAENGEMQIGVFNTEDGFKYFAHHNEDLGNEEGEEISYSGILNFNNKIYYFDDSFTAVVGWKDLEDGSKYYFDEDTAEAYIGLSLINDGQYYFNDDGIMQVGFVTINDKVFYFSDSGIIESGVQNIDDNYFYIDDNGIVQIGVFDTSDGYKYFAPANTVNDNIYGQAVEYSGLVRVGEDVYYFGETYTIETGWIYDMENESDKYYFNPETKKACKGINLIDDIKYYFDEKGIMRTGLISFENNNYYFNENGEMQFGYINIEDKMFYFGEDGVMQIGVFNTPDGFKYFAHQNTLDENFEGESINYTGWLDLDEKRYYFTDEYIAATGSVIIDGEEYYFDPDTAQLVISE
PrPC TRFRET – inhibitors of human cell surface prion protein PrPC | inhibition, % at 13.8 µM | hit rate 0.43% among 370,000 | TR-FRET read-out | P04156; in the data active means inhibition above about 24%; further: 0% = median of the test wells and 100% = reference compound wells
FadD28 binding – inhibitors of Mycobacterium tuberculosis FadD28 bisubstrate binding. FadD28 bisubstrate probe binding, fluorescence polarization. inhibition, % at 12.5 µM. hit rate 0.22% among 360,000. AID 588549; in the data active means inhibition above about 8.5%, passing the limit was not always enough; inconclusive means no clear call, values can overlap the other calls
BoNT F protease – blocks Botulinum neurotoxin F light chain protease; Multiplex microsphere protease cleavage assay, flow cytometry; inhibition, % at 10 µM; hit rate 0.22% among 360,000; AID 588497; in the data active means inhibition above about 35%, passing the limit was not always enough; inconclusive means no clear call, values can overlap the other calls; further: plate controls were buffer without enzyme for full effect and enzyme alone for no effect
Anthrax LF inh2 – inhibitors of Bacillus anthracis lethal factor protease. multiplex microsphere protease cleavage assay, LF. inhibition, % at 10 µM. hit rate 0.12% among 360,000. AID 588501; further: plate controls were buffer without enzyme for full effect and enzyme alone for no effect
The depositor's hits bear a star; & = joins results of further samples. Unless noted, no stated cut-off is given here; in the data, active means inhibition above about 30%; inconclusive means no clear call, values can overlap the other calls; inactive means below that. Compounds were not picked by outcome; overall some 2.3% were active at least once.

Results for CCCCC(CC)C(=O)Nc1cc(C(=O)NCc2ccc(C)cc2)ccc1N1CCC2(CC1)CC(c1ccccc1)=NO2 (stereo not given) ?
Y pestis TopoI: 10; CCHF vOTU inh: 16; PfHsp40 rescue: -1.0; BoNT-A LC inh2: 0.0; TcdB GH inh: 1.7; PrPC TRFRET: -5; FadD28 binding: -3.8; BoNT F protease: 1; Anthrax LF inh2: -1

Results for COc1ccc(NC(=O)c2cc3ccccc3o2)cc1S(=O)(=O)N1CCCCC1 ?
Y pestis TopoI: -3; CCHF vOTU inh: 13; PfHsp40 rescue: 1.1; BoNT-A LC inh2: -0.4; TcdB GH inh: -0.2; PrPC TRFRET: 3; FadD28 binding: -1.0; BoNT F protease: -4; Anthrax LF inh2: -2

How did C[C@H]1CN([C@@H](C)CO)C(=O)CCCn2nncc2CO[C@@H]1CN(C)Cc1ccncc1 do in these assays?
Y pestis TopoI: 7; CCHF vOTU inh: -2; BoNT-A LC inh2: -0.4; TcdB GH inh: -0.1&0.3; PrPC TRFRET: 4; FadD28 binding: -2.2; BoNT F protease: -5; Anthrax LF inh2: -2

Results for Cc1ccccc1-c1nc(CS(=O)(=O)CC(=O)N2CCOCC2)c(C)o1 ?
Y pestis TopoI: -4; CCHF vOTU inh: 21; PfHsp40 rescue: -0.1; BoNT-A LC inh2: 0.4; TcdB GH inh: 1.1; PrPC TRFRET: 1; FadD28 binding: -0.9; BoNT F protease: 7; Anthrax LF inh2: 4

What do the screens show for `CC(=O)NCCc1nc2ccccc2n1CCOc1cccc(C)c1`?
Y pestis TopoI: 0; CCHF vOTU inh: 16; PfHsp40 rescue: -1.1; BoNT-A LC inh2: 0.2; TcdB GH inh: -0.5; PrPC TRFRET: -3; FadD28 binding: -1.1; BoNT F protease: -4; Anthrax LF inh2: -4

How did CC(=O)N1CCc2cc(N=NC3=C(O)CCCC3=O)ccc21 do in these assays?
Y pestis TopoI: 4; CCHF vOTU inh: 21; PfHsp40 rescue: -0.1; BoNT-A LC inh2: -0.5; TcdB GH inh: 0.0; PrPC TRFRET: 5; FadD28 binding: -3.6; BoNT F protease: -4; Anthrax LF inh2: -1

How did C=CCn1c(C(C)NC(=O)CC)nc2ccccc21 (stereo not given) do in these assays?
Y pestis TopoI: 3; CCHF vOTU inh: 1; PfHsp40 rescue: -0.6; BoNT-A LC inh2: -0.7; TcdB GH inh: 0.8; PrPC TRFRET: -5; FadD28 binding: -0.8; BoNT F protease: -9; Anthrax LF inh2: 0

What do the screens show for `Cc1nc2c(=O)[nH]c(=S)n(C)c2nc1C`?
Y pestis TopoI: 1; CCHF vOTU inh: 17; PfHsp40 rescue: 1.7; BoNT-A LC inh2: -0.4; TcdB GH inh: 0.6; PrPC TRFRET: -9; FadD28 binding: -0.8; BoNT F protease: -4; Anthrax LF inh2: -6

What do the screens show for `C[C@H]1CN([C@@H](C)CO)C(=O)c2cccc(NC(=O)C3CC3)c2O[C@H]1CN(C)C(=O)Nc1ccc2c(c1)OCO2`?
Y pestis TopoI: -6; CCHF vOTU inh: 2; PfHsp40 rescue: -0.8; BoNT-A LC inh2: -0.7; TcdB GH inh: 0.7&0.3; PrPC TRFRET: -7; FadD28 binding: 1.6; BoNT F protease: 3; Anthrax LF inh2: -5

Results for Cc1cccc(NS(=O)(=O)c2ccc(C(=O)NCC3(N4CCCCC4)CCCCC3)cc2)c1C ?
Y pestis TopoI: -6; CCHF vOTU inh: -6; PfHsp40 rescue: 0.3; BoNT-A LC inh2: -0.6; TcdB GH inh: 2.5; PrPC TRFRET: -21; FadD28 binding: -0.9; BoNT F protease: 10; Anthrax LF inh2: 0

How did CC(C)C[C@@H](CNCC(=O)[C@H](Cc1c[nH]c2ccccc12)NC(=O)c1[nH]cnc1C(=O)N[C@@H](C)CN)NC(=O)c1nc[nH]c1C(=O)N[C@@H](CC(=O)O)C(=O)O do in these assays?
Y pestis TopoI: 11; CCHF vOTU inh: -4; PfHsp40 rescue: -0.9; BoNT-A LC inh2: 0.3; TcdB GH inh: 0.9; PrPC TRFRET: 4; FadD28 binding: -1.7; BoNT F protease: 3; Anthrax LF inh2: -4

Results for Clc1ccc(-c2nnc(-c3ccccc3Cl)o2)cc1 ?
Y pestis TopoI: 1; CCHF vOTU inh: -5; PfHsp40 rescue: 0.2; BoNT-A LC inh2: -4.3; PrPC TRFRET: 2; FadD28 binding: -0.1; BoNT F protease: -6; Anthrax LF inh2: -6

How did OCC1OC(c2ccccc2)OC2COC(c3ccccc3)OC12 (stereo not given) do in these assays?
Y pestis TopoI: 3; CCHF vOTU inh: -3; PfHsp40 rescue: -0.2; BoNT-A LC inh2: 0.6; TcdB GH inh: 2.4; PrPC TRFRET: 3; FadD28 binding: -3.8; BoNT F protease: 1; Anthrax LF inh2: 5

What do the screens show for `O=C(c1ccccc1Cl)N1CCN(S(=O)(=O)N2CCCCC2)CC1`?
Y pestis TopoI: -11; CCHF vOTU inh: 9; PfHsp40 rescue: 0.2; BoNT-A LC inh2: 1.3; TcdB GH inh: 2.6; PrPC TRFRET: 0; FadD28 binding: 1.4; BoNT F protease: 17; Anthrax LF inh2: 12

How did COc1cnc(-c2ccccn2)nc1Sc1ccc(Cl)cc1 do in these assays?
Y pestis TopoI: 2; CCHF vOTU inh: 2; PfHsp40 rescue: 1.1; BoNT-A LC inh2: inconclusive; PrPC TRFRET: 10; FadD28 binding: -4.4; BoNT F protease: -6; Anthrax LF inh2: -2

What do the screens show for `Cc1ccc2c(c1)c1nc3ccccc3nc1n2C`?
Y pestis TopoI: 1; CCHF vOTU inh: 2; PfHsp40 rescue: 1.0; BoNT-A LC inh2: 24; TcdB GH inh: -0.6; PrPC TRFRET: 5; FadD28 binding: -3.1; BoNT F protease: 21; Anthrax LF inh2: 4

Results for O=C(Nc1cnn(Cc2ccc(Cl)cc2)c1)c1cnccn1 ?
Y pestis TopoI: 3; CCHF vOTU inh: 11; PfHsp40 rescue: 2.0; BoNT-A LC inh2: 4.4; PrPC TRFRET: 4; FadD28 binding: -3.2; BoNT F protease: 4; Anthrax LF inh2: -6

How did O=C(O)c1cc([N+](=O)[O-])cc([N+](=O)[O-])c1N1CCN(c2cccc(C(F)(F)F)c2)CC1 do in these assays?
Y pestis TopoI: -7; CCHF vOTU inh: 22; PfHsp40 rescue: 0.2; BoNT-A LC inh2: 1.6; TcdB GH inh: 0.4; PrPC TRFRET: -1; FadD28 binding: 1.5; BoNT F protease: 2; Anthrax LF inh2: -1

How did COc1cccc(N(CC(=O)NC2CCCC2)C(=O)Cn2nnc(-c3ccc(C)cc3)n2)c1 do in these assays?
Y pestis TopoI: 27; CCHF vOTU inh: -13; PfHsp40 rescue: 0.4; BoNT-A LC inh2: 0.5; PrPC TRFRET: -1; FadD28 binding: -2.2; BoNT F protease: 0; Anthrax LF inh2: 0

How did Nc1n[nH]c(N)c1N=Nc1ccccc1F do in these assays?
Y pestis TopoI: -5; CCHF vOTU inh: 3; PfHsp40 rescue: -1.3; BoNT-A LC inh2: 0.0; TcdB GH inh: -0.9; PrPC TRFRET: -3; FadD28 binding: 0.9; BoNT F protease: -32; Anthrax LF inh2: 2

How did CCSc1nnc(-c2ccc(S(=O)(=O)N3CCOCC3)cc2)n1C do in these assays?
Y pestis TopoI: 6; CCHF vOTU inh: 9; PfHsp40 rescue: 0.4; BoNT-A LC inh2: 2.8; TcdB GH inh: -2.9; PrPC TRFRET: 8; FadD28 binding: -1.7; BoNT F protease: 12; Anthrax LF inh2: 3

How did CC(=O)c1ccc(OCCCC(=O)N2CCN(S(=O)(=O)c3cc(C)ccc3C)CC2)cc1 do in these assays?
Y pestis TopoI: 35; CCHF vOTU inh: 3; PfHsp40 rescue: 1.9; BoNT-A LC inh2: 1.3; TcdB GH inh: 1.1; PrPC TRFRET: 3; FadD28 binding: -3.1; BoNT F protease: 1; Anthrax LF inh2: -1

How did COc1cccc(Oc2nc(-c3ccccc3O)nc3ccccc23)c1 do in these assays?
Y pestis TopoI: 4; CCHF vOTU inh: -3; PfHsp40 rescue: 0.1; BoNT-A LC inh2: -2.5; TcdB GH inh: 0.9; PrPC TRFRET: -4; BoNT F protease: -10; Anthrax LF inh2: -3

Results for COc1ccc2[nH]c3c(c2c1)CCN1C(=O)C(CC(=O)NCCN2CCOCC2)C[C@H](C(=O)N2CCOCC2)[C@@]31C (stereo not given in full) ?
Y pestis TopoI: 8; CCHF vOTU inh: -8; PfHsp40 rescue: -2.3; BoNT-A LC inh2: -0.5; TcdB GH inh: 1.1; PrPC TRFRET: -4; FadD28 binding: -1.3; BoNT F protease: -6; Anthrax LF inh2: -1

How did COc1ccc(-c2cc(C(=O)N3CCN(S(=O)(=O)c4ccc(C)cc4)CC3)[nH]n2)cc1 do in these assays?
Y pestis TopoI: 17; CCHF vOTU inh: 0; PfHsp40 rescue: 0.6; BoNT-A LC inh2: -0.8; TcdB GH inh: -1.1; PrPC TRFRET: -3; FadD28 binding: -1.6; BoNT F protease: -6; Anthrax LF inh2: 2

What do the screens show for `O=C(Cn1cc(S(=O)(=O)Cc2ccccc2)c2ccccc21)N1CCOCC1`?
Y pestis TopoI: 3; CCHF vOTU inh: -4; PfHsp40 rescue: 0.8; BoNT-A LC inh2: 1.3; TcdB GH inh: 0.0; PrPC TRFRET: 6; FadD28 binding: -0.1; BoNT F protease: 1; Anthrax LF inh2: 3

Results for CCN1C(=O)N[C@H](c2ccc(Br)cc2)C(C(=O)OC)=C1C ?
Y pestis TopoI: -8; CCHF vOTU inh: -6; PfHsp40 rescue: -1.5; BoNT-A LC inh2: 0.7; TcdB GH inh: -0.5; PrPC TRFRET: 6; FadD28 binding: -5.4; BoNT F protease: -2; Anthrax LF inh2: 7

Results for CSc1ncccc1C(=O)N(C)CC(=O)Nc1cccc(F)c1 ?
Y pestis TopoI: 4; CCHF vOTU inh: -12; PfHsp40 rescue: 0.0; TcdB GH inh: -0.2; PrPC TRFRET: 1; FadD28 binding: 0.4

Results for COc1cc(C)ccc1OCCOCCOc1cccc2ccc(C)nc12 ?
Y pestis TopoI: 31; CCHF vOTU inh: -4; PfHsp40 rescue: -0.3; BoNT-A LC inh2: 0.1; TcdB GH inh: 1.1; PrPC TRFRET: -1; FadD28 binding: -2.8; BoNT F protease: 4; Anthrax LF inh2: -1

What do the screens show for `Cc1ccc(C)c2sc(NC(=O)c3ccc(N4CCCCC4)c([N+](=O)[O-])c3)nc12`?
Y pestis TopoI: 3; CCHF vOTU inh: -4; PfHsp40 rescue: 0.0; BoNT-A LC inh2: -0.6; TcdB GH inh: 0.7; PrPC TRFRET: 1; FadD28 binding: -2.6; BoNT F protease: -6; Anthrax LF inh2: -3

Results for Cc1cc(C)c2nc(SCC(=O)N3CC(=O)Nc4ccccc43)c(C#N)cc2c1 ?
Y pestis TopoI: 2; CCHF vOTU inh: -14; PfHsp40 rescue: -0.9; BoNT-A LC inh2: -0.5; PrPC TRFRET: 18; FadD28 binding: -1.7; BoNT F protease: 0; Anthrax LF inh2: -1

Results for Cn1c(C(=O)NN)cc2cc(Oc3ccccc3)ccc21 ?
Y pestis TopoI: -1; CCHF vOTU inh: 27; PfHsp40 rescue: -0.5; BoNT-A LC inh2: inconclusive; TcdB GH inh: -3.2; PrPC TRFRET: -1; FadD28 binding: -3.7; BoNT F protease: inconclusive; Anthrax LF inh2: -3

What do the screens show for `O=C(Nc1ccc(-n2cc(Cl)cn2)cc1)c1ccncc1`?
Y pestis TopoI: -1; CCHF vOTU inh: -5; PfHsp40 rescue: -0.1; BoNT-A LC inh2: -1.8; TcdB GH inh: 1.2; PrPC TRFRET: 9; FadD28 binding: -3.4; BoNT F protease: -20; Anthrax LF inh2: -2

What do the screens show for `COc1ccc(CC(=O)Nc2ccc(C(=O)NCC(C)C)cc2)cc1`?
Y pestis TopoI: 18; CCHF vOTU inh: -7; PfHsp40 rescue: 0.8; BoNT-A LC inh2: 5.2; TcdB GH inh: 0.1; PrPC TRFRET: -5; FadD28 binding: -3.2; BoNT F protease: 10; Anthrax LF inh2: 0
